Compound activity: PubChem BioAssay, National Center for Advancing Translational Sciences (NCATS)
RXFP1 antagonist: qHTS Assay for Antagonists of the Relaxin Receptor RXFP1. HEK293-RXFP1, relaxin-stimulated cAMP HTRF, 30 min; hits give low values. activity change, negative = inhibition, % at 57.5 µM. Relaxin receptor 1 (Homo sapiens), Q9HBX9. hit rate 0.59% among 350,000;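 active means activity change of -60% or lower, but not beyond a set lower limit; inconclusive means change between -60% and -40%, or beyond the set limit; inactive means change above -40%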; further: on the % scale 0 is the no-effect control and ±100 the full control effect
D1 antagonist: Antagonist of Human D 1 Dopamine Receptor: qHTS; D(1A) dopamine receptor (Homo sapiens), P21728; HEK293 TREx D1 cells, calcium flux, dopamine EC80; hits give low values; activity change, negative = inhibition, % at 10 µM; hit rate 3.2% among 360,000; AID 504652, 2011; in the data active means activity change below about -30%; further: on the % scale 0 is the no-effect control and ±100 the full control effect
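After overnight tetracycline induction at 30 C, force-coupled D1 HEK293 cells took up a no-wash calcium dye at room temperature. Compounds were added and monitored 180 s, and the response to EC80 dopamine was then recorded.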
D2 antag: HTS Assay for Allosteric Antagonists of the Human D2 Dopamine Receptor: Primary Screen for Antagonists; D(2) dopamine receptor (Homo sapiens), P14416; HEK293 TREx D2 cells, calcium flux, dopamine EC80; inhibition, % at 10 µM; hit rate 2% among 340,000; in the data active means inhibition above about 30%; further: 0% is about no effect
Target sequence (P14416 whole entry, looked up): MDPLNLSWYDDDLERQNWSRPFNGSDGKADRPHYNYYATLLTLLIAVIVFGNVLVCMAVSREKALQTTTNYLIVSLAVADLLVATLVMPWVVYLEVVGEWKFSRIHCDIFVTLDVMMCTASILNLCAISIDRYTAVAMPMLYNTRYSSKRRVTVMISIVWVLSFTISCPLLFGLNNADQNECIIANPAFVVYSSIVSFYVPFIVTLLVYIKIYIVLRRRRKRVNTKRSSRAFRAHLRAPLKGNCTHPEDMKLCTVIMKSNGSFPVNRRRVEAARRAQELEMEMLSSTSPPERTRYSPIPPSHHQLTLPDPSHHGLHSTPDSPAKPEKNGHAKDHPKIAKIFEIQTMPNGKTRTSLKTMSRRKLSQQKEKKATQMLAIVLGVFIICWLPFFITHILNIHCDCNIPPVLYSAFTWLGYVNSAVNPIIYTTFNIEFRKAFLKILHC
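Tetracycline-induced HEK293 TREx cells expressing D2 receptor forced-coupled to calcium signalling, loaded with no-wash calcium dye. Compounds added and calcium flux read 180 s, then dopamine added at EC80 and read a further 180 s.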
D2 agonist: HTS Assay for Allosteric Agonists of the Human D2 Dopamine Receptor: Primary Screen for Agonists. AID 485358, 2010. D(2) dopamine receptor (Homo sapiens), P14416. activation, % at 2 µM. HEK293 T-REx D2 cells, calcium flux agonist mode. hit rate 0.53% among 340,000;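 active means activation over 3 SD above normal in the single-dose calcium agonist read, cut at about 30% in these data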; further: 0% is about no effect
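Tetracycline-induced HEK293 Trex cells with D2 receptor force-coupled to calcium signaling, plated overnight at 30 C and loaded with no-wash calcium dye. Calcium flux read kinetically for 180 s after compound addition; responses flag agonists.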
TRHR agonist: qHTS for Small Molecule Agonists and Allosteric Enhancers of Human TRH Receptor: Primary Screen for Agonists | Thyrotropin-releasing hormone receptor (Homo sapiens), P34981 | TRHR cells, calcium flux fluo-8, FDSS agonist mode | activation, % at 2 µM | hit rate 0.18% among 360,000 | AID 493084, 2011; further: 0% is about no effect
Target sequence (P34981 whole entry, looked up): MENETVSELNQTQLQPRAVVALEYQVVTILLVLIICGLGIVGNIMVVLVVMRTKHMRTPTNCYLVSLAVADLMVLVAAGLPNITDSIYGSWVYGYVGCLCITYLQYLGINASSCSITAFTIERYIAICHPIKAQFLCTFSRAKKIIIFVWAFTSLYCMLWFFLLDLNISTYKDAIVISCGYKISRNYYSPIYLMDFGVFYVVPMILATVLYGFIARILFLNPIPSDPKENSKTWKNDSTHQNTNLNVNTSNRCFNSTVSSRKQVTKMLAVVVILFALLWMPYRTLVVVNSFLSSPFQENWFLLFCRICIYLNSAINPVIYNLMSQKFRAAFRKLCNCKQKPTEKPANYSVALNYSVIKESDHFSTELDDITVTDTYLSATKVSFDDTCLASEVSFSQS
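Agonist-mode FDSS calcium read (Ex 480/Em 530, 1 s cycles) in 1536-well TRHR cells with fluo-8 dye, after 10-cycle baseline and 23 nL compound addition; TRH at EC20 (10 nM final) added afterwards for the enhancer phase.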
D1 agonist: Allosteric Agonists of the Human D1 Dopamine Receptor: qHTS | HEK293 T-REx D1 cells, calcium flux, agonist mode | activation, % at 2 µM | hit rate 1% among 360,000 | AID 504660, 2011; further: 0% is about no effect
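Tetracycline-induced HEK293 TREx D1 cells, force-coupled to calcium signalling, were dye-loaded with a no-wash calcium kit. Compound was pin-added after a 10 s baseline. Fluorescence was read kinetically at 1 cycle/s for 180 s, with calcium rises flagged as agonism.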
TRHR PAM: qHTS for Small Molecule Agonists and Allosteric Enhancers of Human TRH Receptor: Primary Screen for Enhancers. enhancement, % at 2 µM. hit rate 0.66% among 360,000. TRHR cells, fluo-8 calcium fluorescence, EC20 TRH enhancement; in the data active means enhancement above about 30%; further: 0% is about no effect
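Enhancer read-out: after compound pinning and an initial kinetic agonist-mode read, an EC20 of TRH (10 nM final) was injected and fluo-8 calcium signal (Ex 480/Em 530) followed at 1 s/cycle for 100 cycles in TRHR-expressing cells.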
D2 PAM: HTS Assay for Positive Allosteric Modulators of the Human D2 Dopamine Receptor: Primary Screen for Potentiators; D(2) dopamine receptor (Homo sapiens), P14416; HEK293 T-REx D2, calcium flux, EC20 dopamine potentiation; potentiation, % at 10 µM; hit rate 0.34% among 340,000; AID 485347, 2010;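 active means potentiation over 3 SD above the plate norm, cut at about 30% in these data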; further: 0% is about no effect
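Potentiation of an EC20 dopamine calcium response measured kinetically over 180 s, after a preceding 180 s compound-only read flagging agonists. Cells: inducible Hek293 Trex D2 line, 4000/well, cultured overnight at 30 C before dye loading.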
D1 potentiator: Potentiators of Human D1 Dopamine Receptor: qHTS; D(1A) dopamine receptor (Homo sapiens), P21728; HEK293 TREx D1 cells, calcium flux, dopamine EC20 potentiation; potentiation, % at 10 µM; hit rate 0.036% among 360,000; in the data active means potentiation above about 30%; further: 0% is about no effect
Starred values were filed as active, the others as inactive; ? = inconclusive; · = no result given; & = joins results of further samples. Unless noted, no stated cut-off is given here; in the data, active means activation above about 30%; inactive means the rest.

Start of the listing, in advance (two entries):
SMILES	TRHR agonist	D1 agonist	TRHR PAM	D2 agonist	D2 PAM	D2 antag	RXFP1 antagonist	D1 potentiator	D1 antagonist
Cc1cccc(C(=O)Oc2ccc(/C=N/NC(=O)c3ccccc3O)cc2)c1	-0.2	12	-6	0.3	-3	-20	?	-5	-23
C=CCOC(=O)C1=C[C@H](c2coc3ccccc3c2=O)C[C@H](OCc2ccc(CO)cc2)O1	-0.9	8	-1	0.2	12	-9	·	-3	22

This part in full, from the first entry:
SMILES	TRHR agonist	D1 agonist	TRHR PAM	D2 agonist	D2 PAM	D2 antag	RXFP1 antagonist	D1 potentiator	D1 antagonist
Cc1cccc(C(=O)Oc2ccc(/C=N/NC(=O)c3ccccc3O)cc2)c1	-0.2	12	-6	0.3	-3	-20	?	-5	-23
C=CCOC(=O)C1=C[C@H](c2coc3ccccc3c2=O)C[C@H](OCc2ccc(CO)cc2)O1	-0.9	8	-1	0.2	12	-9	·	-3	22
COCCN(Cc1cccs1)S(=O)(=O)c1cc(-c2cc(C)no2)ccc1C	-0.2	23	9	·	5	·	-31	-5	1
CCS(=O)(=O)c1ncc(Cl)c(C(=O)Nc2ccccc2)n1	2.5	5	-21	1.7	2	·	-88*	-3	-30*
O=C(COC(=O)/C=C/c1cccc(C(F)(F)F)c1)NCc1ccccc1	-0.6	3	18	1.4	12	33*	2	2	4
COc1ccc(NC(=O)N(Cc2ccco2)C2CCN(C(C)=O)CC2)c(OC)c1	1.1	0	15	2.5	-11	·	-10	0	0
CCSc1nc(-c2ccc(OC)cc2)nc2c1Cc1c(CO)cnc(C)c1O2	-0.8	1	9	·	-6	·	7	-2	-4
COc1ccccc1OCCCn1cc(C#N)c2ccccc21	0.0	5	-7	0.1	1	-9	-6	6	-15
O=C(COCc1cc(-c2ccco2)on1)NC1CCCCC1	-0.5	1	6	0.0	-3	-20	1	2	0
O=[N+]([O-])c1cccc(S(=O)(=O)c2cccc([N+](=O)[O-])c2)c1	0.3	-1	-6	·	-10	·	13	-7	·

Single values from above:
`O=[N+]([O-])c1cccc(S(=O)(=O)c2cccc([N+](=O)[O-])c2)c1` | D2 PAM = -10
`Cc1cccc(C(=O)Oc2ccc(/C=N/NC(=O)c3ccccc3O)cc2)c1` | D1 antagonist = -23
`O=C(COC(=O)/C=C/c1cccc(C(F)(F)F)c1)NCc1ccccc1` | TRHR PAM = 18
`CCSc1nc(-c2ccc(OC)cc2)nc2c1Cc1c(CO)cnc(C)c1O2` | D1 potentiator = -2

Continuation.
SMILES	TRHR agonist	D1 agonist	TRHR PAM	D2 agonist	D2 PAM	D2 antag	RXFP1 antagonist	D1 potentiator	D1 antagonist
CCc1ccccc1NC(=O)C1c2ccccc2Oc2ccccc21	0.1	-1	-2	1.1	5	7	2	1	-3
COc1ccc(NC(=O)c2cc3c(s2)-c2c(C)cccc2OC3)cc1Cl	0.6	1	50*	0.1	-21	·	-9	-4	-11
CC1CCN(S(=O)(=O)c2ccc(S(=O)(=O)NCc3ccco3)cc2)CC1	-0.1	-1	-5	0.0	-5	6	-6	5	-6
O=C(CNC(=O)c1ccc(Br)o1)NNC(=O)c1ccccc1F	1.2	0	0	0.6	-3	-22	1	-2	16
Cc1ccc(C)c(NC2=C(Cl)C(=O)OC2OC(=O)c2ccco2)c1 (stereo not drawn)	0.8	19	0	-1.5	3	-1	-7	-5	-14
Cc1nc(N(C)C)ncc1C(=O)O	-0.4	0	2	·	·	·	-4	1	-6
CCOC(=O)CC1=NC(=O)CS1	0.1	1	-2	-0.1	12	3	-9	-9	3
O=C(CN1CCCC1)N1c2ccccc2Sc2ccc(C(F)(F)F)cc21	0.8	1	-2	1.1	-22	-16	-25	-2	11
Oc1ccccc1-c1nc(NCCN2CCOCC2)c2ccccc2n1	1.2	2	18	1.3	-6	-14	1	-7	-20
Cn1c(=O)c2c(nc(SCC(=O)NCc3ccco3)n2C)n(C)c1=O	0.7	1	2	0.1	13	1	-20	0	5
COc1ccc(OC)c(NC(=O)c2sc3nc(C)cc(C)c3c2N)c1	1.9	2	0	-0.5	8	-13	10	-5	6
CCOc1ccc2oc(C(=O)OCC(=O)N3C(C)CCCC3C)c(C)c2c1 (stereo not drawn)	-0.1	6	1	0.5	16	-10	1	-5	12
COc1ccc(OC)c(NC(=O)Nc2cccc(Cn3cccn3)c2)c1	-1.4	0	-4	1.0	·	5	4	-10	-36*
NC(=O)c1nn(Cc2ccccc2)c(=O)c2ccccc12	-0.4	-1	2	-1.2	15	-8	7	3	17
CCCNC(=O)CCn1nc(-c2ccc(C)cc2)c2ccccc2c1=O	-0.4&0.0	2&6	-11&5	-0.1&0.4	-1&-3	-18	5&-9	6&-1	-6&-4
CCS(=O)(=O)n1nc(-c2cccnc2)nc1NCc1ccc(F)cc1	-0.4	2	-3	-0.5	5	-12	-12	-2	14
O=C(O)c1cc2cc(Cl)ccc2oc1=O	-0.9	2	3	·	2	·	17	-3	-13
COC(=O)Cn1c(=NC(=O)C2COc3ccccc3O2)sc2cc(S(N)(=O)=O)ccc21 (stereo not drawn)	0.4	1	3	0.7	-1	-7	-3	-4	-2
CCn1c(SCC(=O)N2CCc3ccccc32)nc2c(c1=O)SC(C)C2 (stereo not drawn)	0.3	-1	-13	·	·	·	-7	4	8
CC(C)N(C(=O)c1ccccc1-c1ccccc1)C(C)C	-1.0	6	-13	0.1	-3	13	13	1	·
Cc1nc2ccccn2c1C(=O)CSc1ccccc1Cl	0.1	7	3	-0.1	-5	-9	0	2	-2
CC(OC(=O)C1=Cc2ccccc2OC1)C(=O)NC1CCCC1 (stereo not drawn)	-0.7	1	-1	0.9	1	28	-6	-2	5
Cc1[nH]c2ccccc2c1/C=N/Nc1cccc(C(=O)O)c1	1.3	1	5	0.5	1	4	1	-2	16
Cc1nnc(SCC(=O)Nc2ccc(Cl)cn2)n1Cc1ccccc1	0.8	1	-9	-0.2	-6	8	-2	2	-13
Cc1ccc([N+](=O)[O-])c(-c2n[nH]c(=S)n2-c2cccc(Cl)c2)c1	0.1	2	-4	0.5	0	-9	-18	-1	7
CCOc1cc(NC(=S)NCC2CCCO2)c(OCC)cc1NC(=O)c1cccc(F)c1 (stereo not drawn)	-0.5	0	2	-2.0	-3	11	-11	9	-15
COc1ccc(C2=NOC(C(=O)Nc3cccnc3)C2)cc1 (stereo not drawn)	0.3	4	9	-0.5	-8	-6	-4	-2	-16
COCCn1c(=O)[nH]c2cc(C(=O)NCc3ccccc3Cl)ccc2c1=O	0.8	2	-2	0.1	-1	·	-10	-6	-1
CCOC(=O)C1CCCN(C(=O)c2ccc(S(=O)(=O)N3CCOCC3)cc2)C1 (stereo not drawn)	1.0	3	1	·	·	·	-4	-1	0
CC(Sc1nnc(-c2ccco2)n1C)C(=O)N1C(C)CCCC1C (stereo not drawn)	0.1	5	4	·	·	·	-8	-4	-41*
CCc1ccc(OCc2nnc(SCCN3CCOCC3)n2C)cc1	-1.4	2	4	-0.8	8	-13	13	-4	-1
O=C(N[C@@H](Cc1ccccc1)C(=O)N[C@@H](Cc1ccccc1)C(=O)O)OCc1ccccc1	-0.2	1	-5	-0.1	8	-16	·	-7	-5
O=c1c(-c2ccccc2Cl)coc2c(CN3CCCCC3)c(O)ccc12	0.1	4	2	0.5	-7	-4	-11	0	-8
CC(=O)N1CC(C)c2scc(C)[n+]2-c2ccccc21 (stereo not drawn)	0.8	0	-1	0.0	12	2	0	8	-4
COc1ccc(-c2cc(C(F)(F)F)nc(NCCc3ccccc3)n2)cc1	-0.4	13	6	-0.1	7	·	·	2	-3
Cc1cccc(-c2ccc(C=Nc3c(C)n(C)n(-c4ccccc4)c3=O)o2)c1	-0.3	-1	0	0.7	9	-7	0	0	33
O=C(Nc1ccc(N2CCN(C(=O)c3ccco3)CC2)cc1)c1cccnc1Cl	0.8	4	4	·	2	·	-10	3	-10
COc1ccccc1C(=O)NCCC(=O)N(C)Cc1cccs1	-0.5	0	-9	0.4	-4	6	5	0	9
CC/C(C)=N/Oc1nc(C)cc(C)n1	0.8	1	-1	·	·	·	9	-8	10
Cc1cc(=O)[nH]c(SCC(=O)NCCc2ccccc2)n1	0.4	1	2	6.5	1	-19	-1	-1	5
Cc1ccccc1NS(=O)(=O)c1ccc(C(=O)NN2CCCCC2)cc1	0.3	4	-4	0.2	-2	-3	-9	0	-15
CC(=O)N1N=C(c2ccc(Cl)cc2)CC1c1ccco1 (stereo not drawn)	-0.5	16	1	·	·	·	-1	-11	5
CC(=O)N1c2ccccc2CCc2ccc([N+](=O)[O-])cc21	-1.4	5	-4	-0.7	-8	13	-13	5	-11
COC(=O)c1ccc(CN(C(C)=O)c2ccccc2)o1	0.1	0	0	-0.7	-4	3	8	3	4
CCN(CC)CCP(=O)(c1ccccc1)c1ccccc1	0.7	5	-4	1.0	-10	-5	-9	2	3
COCCN(C(=O)CCC(=O)Nc1cc(C)on1)C(C(=O)NC1CCCC1)c1ccc(C(C)C)cc1 (stereo not drawn)	-0.8	1	1	0.4	-8	5	4	8	7
CCC(C(=O)NC1CCCC1)N(C(=O)c1snc(C(N)=O)c1N)c1ccc(C)cc1C (stereo not drawn)	-1.1	0	-2	-2.5	3	-4	-17	-3	9
Cc1cc(C(=O)COC(=O)c2n[nH]c3ccccc23)c(C)n1CC1CCCO1 (stereo not drawn)	-1.0	4	18	·	·	·	-9	3	-2
C=CCN1C(=NC(=O)CCC)SC2CS(=O)(=O)CC21 (stereo not drawn)	0.3	2	1	0.2	-4	0	6	-7	14
Cc1cn([C@@H](CCCCN)C(=O)NCCCCCCCCCCC(=O)N2CCNCC2)nn1	0.2	1	7	0.0	12	-4	·	-2	3
O=C(Nc1ccccc1C(=O)O)c1cccc(NC(=O)c2ccccc2Cl)c1	-0.4	3	-1	1.2	0	17	-16	-13	10
Cc1ccc(Oc2nc3c(c(=O)n(Cc4ccccc4F)c(=O)n3C)n2C)cc1	-0.8	-2	-9	0.3	0	-9	11	-2	17
Cc1cc(C)n2nc(C(=O)N3CCCC(Nc4ccc(C(C)C)cc4)C3)cc2n1 (stereo not drawn)	-0.5	0	-3	-1.6	10	26	-1	-6	-24
